Salmonella PhoP GFP: Inhibition of PhoP regulon, Salmonella typhi GFP reporter cells, confirmation, 4 h (AID 1850). Salmonella Typhi PhoP-promoter GFP reporter, fluorescence, 4 h; higher % means a stronger effect. inhibition, % at 50 µM; hits with a dose series show IC50 in µM. 310,000 tested, 0.33% active; in the data active = a potency from the dose series; inconclusive = inhibition mostly from about 25% at the one dose, without a potency; inactive = the rest, 99 in 100 with inhibition below about 19%;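 also: 0% = induced wells with vehicle and 100% = uninduced wells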
VEEV TC-83 Vero: inhibitors of VEEV TC-83 cytopathic effect, confirmation, Vero cells (AID 588727); Vero cells, VEEV TC-83 cytopathic effect inhibition; higher % means a stronger effect; one-dose inhibition, % at 20 µM; IC50 in µM for titrated hits; 350,000 tested, 0.13% active; in the data active = a potency from the dose series; inconclusive = inhibition mostly from about 14% at the one dose, without a potency; inactive = the rest, 99 in 100 with inhibition below about 12%; also: strong numbers were not always called active
M. tuberculosis: growth inhibition of non-replicating M. tuberculosis (AID 488890); Mycobacterium tuberculosis non-replicating, growth inhibition; higher % means a stronger effect; inhibition, % at 25 µM, or IC50 in µM where a hit was titrated; 320,000 tested, 0.39% active; in the data active = a potency from the dose series; inconclusive = inhibition mostly from about 82% at the one dose, without a potency; inactive = the rest, 99 in 100 with inhibition below about 76%;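 also: plate controls were DMSO cells for no effect and high antibiotic wells for full effect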
H1N1 NS1A inhibition: H1N1 influenza NS1A inhibitors, functional cell based assay (AID 504329); NS1A functional cell-based assay, percent inhibition; higher % means a stronger effect; inhibition, % at 12.5 µM; hits with a dose series show IC50 in µM; 340,000 tested, 0.3% active; in the data active = a potency from the dose series; inconclusive = inhibition above about 27% without an active follow-up result; also: strong numbers were not always called active
H37Rv inhibition: M. tuberculosis growth inhibition, HTS (AID 449762); 330,000 tested, 0.59% active; M. tuberculosis H37Rv growth inhibition, 7H9 media; higher % means a stronger effect; one-dose inhibition, % at 25 µM; IC50 in µM for titrated hits; in the data active = a potency from the dose series; inconclusive = inhibition above about 70% without an active follow-up result;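 also: bacterial growth assessed after seven days of incubation; strong numbers were not always called active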
VEEV TC-83 Vero 10K pilot screen: recorded beside VEEV TC-83 Vero, whose call it bears; inhibition, %; measured here: 10K pilot screen inhibition
An asterisk follows results filed as active; i = inactive; ? = inconclusive; / = not tested or not shown.

SMILES | Salmonella PhoP GFP | VEEV TC-83 Vero | M. tuberculosis | H1N1 NS1A inhibition | H37Rv inhibition | others
COC(=O)[C@H](Cc1ccccc1)NC(=O)N1CCCCC1 | 6.2% | 0.6% | 0.3% | -26.7% | -1.4%
O=C1CN(C(=O)COc2ccc(Cl)cc2Cl)c2ccccc2N1 | 11.3% | i | 5.6% | -10.2% | 5.6%
Cc1c(C)c2ccc(OCC(=O)Nc3nccs3)cc2oc1=O | 3.4% | 1.2% | -2.9% | 3.0% | 5.5%
Fc1cc2nccnc2cc1N1CCSCC1 | -3.2% | 3.1% | -2.1% | 5.1% | 4.0%
CCC(=O)c1ccc(N2CCN(C(=O)COc3ccc(F)cc3)CC2)c(F)c1 | 3.3% | i | 61.9% | -15.2% | 42.8%
CCCOc1ccc(-c2nc(C#N)c(N3CCc4ccccc4C3)o2)cc1 | 1.0% | 2.0% | 8.9% | 11.2% | -2.7%
CC1(C)CC(=O)c2cn3c(nc2C1)nc1ccccc13 | -12.1% | 3.1% | -6.2% | 5.8% | -7.0%
COc1ccc(C(=O)Nc2ccc(C)cc2C(=O)c2ccccc2)cc1 | -8.2% | 4.3% | 73.5% | 10.4% | ?
COC(=O)C1=C(CSCc2ccccc2)NC(=O)NC1c1cc(C)ccc1C (configuration not stated) | 7.9% | 1.9% | -5.8% | -7.5% | -7.1%
COc1ccc2c(c1)C(=O)N1[C@H]3c4cc(C)ccc4OC[C@@H]3[C@H](c3ccccc3)[C@]1(C)C(=O)N2 | 1.1% | 9.6% | 47.9% | 17.8% | ?
COc1ccc(OC)c(CNC(=O)c2coc(=O)c3ccccc23)c1 | 5.2% | 0.5% | 15.1% | 1.6% | 7.5%
O=C(Cn1cc(C(F)(F)F)ccc1=O)NCC1CCCO1 (configuration not stated) | / | 0.3% | -8.2% | -3.2% | -3.7%
CC1(c2ccc(Cl)cc2)NC(=O)N(CC(=O)N2CCN(S(=O)(=O)c3ccccc3)CC2)C1=O (configuration not stated) | 4.1% | 5.5% | 2.5% | -6.7% | 4.1%
C#CCOCCOCCOCCNc1nc(N2CCN(C(=O)Cn3cc(CCO)nn3)CC2)nc(N2CCN(C(=O)Cn3cc(CCCN=C(N)N)nn3)CC2)n1 | / | 1.6% | / | -1.2% | /
Cc1ccc(-n2cccc2/C=C2/NC(=O)N(CC(=O)Nc3cccc(C)c3)C2=O)cc1 | -1.7% | i | 3.5% | -5.4% | 5.3%
CCOC(=O)CSc1nnc(CNC(=O)c2ccco2)n1C | -1.4% | 2.4% | -6.2% | 1.5% | -5.0%
CCC(=O)N1c2ccccc2C(N(C(C)=O)c2ccccc2)CC1C (configuration not stated) | -6.7% | 6.7% | 1.2% | 6.2% | -1.3%
CCOc1ccc(OCc2cccc(C(=O)N/N=C/c3cccnc3)c2)cc1 | -0.5% | 0.5% | / | 2.9% | ?
CCOC(=O)CN1C(=O)S/C(=C\c2ccc(-c3cccc(C(=O)O)c3C)o2)C1=O | -0.2% | i | 8.4% | / | -0.5%
COc1ccccc1/C=C1\S/C(=N/NC(=O)c2cccc(Br)c2)NC1=O | -7.8% | 9.6% | ? | -3.0% | ?
COCCNC(=O)c1c[nH]c2ccc(S(=O)(=O)N3CCc4ccccc43)cc2c1=O | 6.2% | 2.7% | 3.5% | 1.7% | 2.4%
CCN1CCCC1CNS(=O)(=O)c1ccc(C(=O)Nc2ccccc2)cc1 (configuration not stated) | 2.5% | 0.6% | -10.7% | 7.4% | 2.7%
Cc1ccc2nc(N/C(=N/S(=O)(=O)c3cccs3)c3ccccc3Cl)sc2c1 | 6.0% | 1.6% | 11.7% | 11.0% | 0.4%
CCOc1ccc(C(C)C)cc1S(=O)(=O)N1CCOCC1 | -5.3% | 0.1% | 20.0% | -5.0% | -3.4%
CC1(C)CC(=O)C2=C(C1)NC1=C(C(=O)c3ccccc31)C2c1ccc(Cl)cc1 (configuration not stated) | -4.2% | 10.5% | 62.4% | 1.2% | ?
Cc1nc(NC(=O)/C=C/c2ccccc2)n[nH]1 | -2.9% | 8.3% | ? | 9.4% | 15.1%
O=C1c2ccccc2C(=O)N1CCc1csc(NNc2nc(CCN3C(=O)c4ccccc4C3=O)cs2)n1 | 12.5% | i | -7.4% | 9.5% | 2.9%
O=C(COC(=O)c1ccc(O)cc1)Nc1ccccc1[N+](=O)[O-] | -2.4% | 1.4% | 54.0% | 2.5% | 1.7%
Cc1ccc(CCCOC(=O)C[N+]2(C)CCOCC2)cc1 | -4.2% | i | -5.8% | 1.0% | -2.9%
Cc1c(C(=O)N2CCCCC2)c(S(=O)(=O)N2c3ccccc3CC2C)c(C)n1C (configuration not stated) | -4.6% | i | -1.5% | 9.1% | -12.6%
CCc1nc(C)ccc1OCC(=O)O | 0.2% | 0.1% | -6.2% | -6.7% | 0.1%
O=S(=O)(c1ccc2ccccc2c1)N1CCCCCC1 | -5.0% | 3.0% | 19.4% | -15.9% | -5.7%
COC(=O)c1onc(-c2c(OC)cc(OC)cc2OC)c1C(=O)OC | -1.8% | i | -16.7% | -5.9% | -6.6%
O=C1c2cccc(OCC(=O)N3CCCc4ccccc43)c2CCN1Cc1ccc(Br)cc1 | 1.2% | 6.3% | ? | -2.1% | ?
Cc1nn2c(C(F)(F)F)cc(-c3ccc(Cl)cc3)nc2c1C(=O)N1CCOCC1 | -0.3% | 8.3% | -3.4% | -0.7% | -5.8%
Cc1ccccc1C(=O)NNC(=O)C(=O)N1CCCCC1 | -7.6% | 0.2% | -18.8% | 28.4% | -1.2%
CS(=O)(=O)N(Cc1ccccc1F)c1ccccc1 | -1.9% | 0.2% | -0.7% | 9.3% | -3.3%
CCN(CC)c1ccc(C=Nc2ccc(C#N)cc2)c(O)c1 | 4.0% | 0.1% | -5.2% | -2.6% | -12.6%
CCOC(=O)Cc1csc(NC(=S)NC(=O)c2ccc(C)cc2)n1 | -5.9% | 0.5% | 44.0% | 5.0% | 9.6%
COc1ccc(Cc2nnc(Nc3ccc4c(c3)OCCO4)[nH]c2=O)cc1 | 2.8% | 1.2% | -12.5% | 0.6% | -2.8%
NC(=O)C1CCN(C(=O)c2cc(-c3ccc(Cl)s3)nc3ccccc23)CC1 | / | 7.0% | 25.7% | 5.5% | 6.1%
C=CCn1c(SCc2c(F)c(F)c(F)c(F)c2F)nc(O)cc1=O | -2.3% | i | 25.2% | -0.1% | 5.7%
CCOC(=O)c1cc(NC(=O)c2ccoc2C)cc(C(=O)OCC)c1 | 4.3% | 0.7% | / | 2.0% | /
CC(C)c1ccc2oc(-c3ccc(N)cc3)nc2c1 | -23.4% | i | 25.9% | 4.3% | 17.6%
CCOC(=O)c1cc(-c2ccccc2)sc1NC(=O)C(C)OC(=O)c1cccnc1OCC (configuration not stated) | 9.3% | i | 20.8% | -1.2% | -3.4%
CCNc1nc(SCC(=O)Nc2ccc(Cl)c(Cl)c2)nc(N(C)C)n1 | 4.8% | 1.1% | -3.2% | 7.3% | -2.4%
O=C1c2ccccc2C(=O)N1c1cccc(-c2csc(Nc3ccc4c(c3)OCO4)n2)c1 | -0.9% | / | 16.4% | / | -0.9%
CCn1c(SCC(=O)NC2=NCCS2)nnc1C(C)NC(=O)c1ccc(Cl)cc1 (configuration not stated) | 5.5% | i | -3.2% | -1.9% | -7.2%
COc1ccc(CCn2c(=O)c3cccnc3n(Cc3ccc([N+](=O)[O-])cc3)c2=O)cc1OC | / | 1.5% | / | -15.5% | / | VEEV TC-83 Vero 10K pilot screen=1.1
CCN(CC)C(=O)COC(=O)c1cc(-c2ccc(OC)cc2)nc2ccccc12 | 10.0% | 8.7% | 57.2% | -5.5% | -2.8%
Cn1c(=O)c2c(nc(CN3CCOCC3)n2CCCO)n(C)c1=O | 4.6% | 1.8% | -17.3% | 3.7% | -1.5% | VEEV TC-83 Vero 10K pilot screen=1.1
COc1ccc(-c2nn(CCC#N)cc2C(=O)Nc2ccc(C(C)=O)cc2)cc1[N+](=O)[O-] | 5.8% | 1.7% | 5.2% | 4.7% | 1.5%
COc1cc2[nH]c(=O)n(CCCCCC(=O)NC3CCCC3)c(=O)c2cc1OC | -3.0% | 1.0% | 2.5% | 7.2% | -1.7%
Cc1ccc(NC(=O)CCC(=O)Nc2ccc(C)cc2)cc1 | -8.1% | i | 20.5% | 4.0% | -0.1%
NNc1nc(-c2ccccc2)cc(-c2ccccc2O)n1 | -4.8% | i | 27.5% | 18.3% | ?
Cc1ccc2c(c1)N(C(=O)CCC(=O)N1CCCCC1)CCO2 | 3.8% | 1.2% | -29.2% | -2.9% | -4.4%
OCCN1CCOCCN(CCO)CCOCC1 | 20.6% | i | -5.0% | -25.3% | 0.1%
Cc1ccc(CNC(=O)C2CCCN(S(=O)(=O)c3c(C)n[nH]c3C)C2)cc1 (configuration not stated) | -12.9% | 0.4% | -4.0% | 2.4% | -2.4%
CCOC(=O)c1ccc(NC(=O)CCNS(=O)(=O)c2cccs2)cc1 | -2.3% | 1.0% | 26.1% | 13.6% | ?
COc1ccc(NC(=O)CSc2nnc(-c3ccccn3)n2N)cc1Cl | -5.7% | 2.5% | 60.9% | -10.6% | 18.1µM* | VEEV TC-83 Vero 10K pilot screen=2.8
Later entries:
SMILES | Salmonella PhoP GFP | VEEV TC-83 Vero | M. tuberculosis | H1N1 NS1A inhibition | H37Rv inhibition | others
c1csc(-c2nnc(-c3ccc(N4CCOCC4)cc3)o2)c1 | 4.8% | 5.9% | 2.9% | -3.1% | 10.8%
O=C(COC(=O)c1cc[n+]([O-])cc1)Nc1ccc(Cl)cc1C(F)(F)F | 1.5% | i | -10.8% | 3.4% | -5.6%
CCc1cc(=O)oc2cc(OCC(=O)N3C[C@H]4C[C@@H](C3)c3cccc(=O)n3C4)ccc12 | -0.5% | 1.8% | -7.0% | -2.1% | -10.7%
O=C(CN1CCC(n2nnc3cc(F)ccc32)CC1)NCc1ccco1 | 1.0% | 3.0% | 3.0% | 12.8% | -1.3%
COc1ccc(NC(=O)c2sc3nc(N4CCOCC4)c4c(c3c2N)CCCC4)c(OC)c1 | 1.9% | 0.1% | 10.7% | -2.4% | 0.5%
CCc1c(C)nc2ncnn2c1N1CCC(C(=O)NCc2ccc3c(c2)OCO3)CC1 | -0.9% | 1.1% | 9.3% | -2.0% | 4.6%
Cc1ccc(-n2cccn2)c(CN2CCCC(C(=O)c3sccc3C)C2)c1 (configuration not stated) | 6.9% | i | 41.7% | -2.4% | -5.3%
CSc1ccc(CNC(=O)CCn2ccc3cc(S(=O)(=O)N4CCCC4)ccc32)cc1 | 4.1% | 1.6% | 62.4% | 6.0% | 67.6%
CCOCCn1c(SCc2ccc(C)cc2)nc2c1c(=O)[nH]c(=O)n2C | -6.0% | 0.8% | -0.8% | -15.7% | -5.1%
COCCNc1cc(C)nc2c(-c3ccccc3OC)c(C)nn12 | / | 1.7% | / | 28.8% | -22.1%
CN1C(=O)C(C)(C)c2cc(S(=O)(=O)N3CCN(c4ccccc4F)CC3)ccc21 | -5.0% | 0.5% | -10.7% | -2.8% | -12.8%
CCCCc1ccc(NC(=O)CSCc2cc(=O)[nH][nH]2)cc1 | 1.7% | i | 8.4% | -5.3% | ?

Of the compounds above, four contain a furan ring, fused or not.
SMILES | Salmonella PhoP GFP | VEEV TC-83 Vero | M. tuberculosis | H1N1 NS1A inhibition | H37Rv inhibition | others
CCOC(=O)CSc1nnc(CNC(=O)c2ccco2)n1C | -1.4% | 2.4% | -6.2% | 1.5% | -5.0%
CCOC(=O)CN1C(=O)S/C(=C\c2ccc(-c3cccc(C(=O)O)c3C)o2)C1=O | -0.2% | i | 8.4% | / | -0.5%
CCOC(=O)c1cc(NC(=O)c2ccoc2C)cc(C(=O)OCC)c1 | 4.3% | 0.7% | / | 2.0% | /
O=C(CN1CCC(n2nnc3cc(F)ccc32)CC1)NCc1ccco1 | 1.0% | 3.0% | 3.0% | 12.8% | -1.3%

The list continues:
SMILES | Salmonella PhoP GFP | VEEV TC-83 Vero | M. tuberculosis | H1N1 NS1A inhibition | H37Rv inhibition | others
CC(=O)N1N=C(c2ccc(C)cc2)OC1c1ccc(C)cc1 (configuration not stated) | -14.9% | 0.1% | 7.0% | -0.2% | 8.8%
CCOCCCNC(=O)c1ccc2c(c1)ncn2-c1ccc(CC)cc1 | -3.1% | 0.8% | 20.5% | 16.7% | 0.1%
COc1cccc(CNC(=O)CCS(=O)(=O)c2ccc3c(c2)oc(=O)n3C)c1 | 2.6% | 0.9% | 13.1% | -0.7% | 0.8%
Cc1nonc1CN(C)C(=O)c1ccc(OC2CCN(C(=O)c3cccnc3)CC2)cc1 | 7.6% | 0.8% | 0.8% | -3.3% | -1.9%
